GAA inh = inhibitors of human lysosomal alpha-glucosidase. 200,000 tested, 0.005% active. P10253. AID 1466. Potency, µM (titrated, usually from 76.9 µM), without a hit: at the highest dose activity change, negative = inhibition, actives largely listed as inhibitors. purified human GAA, 4-MU-alpha-glucoside fluorescence;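 note: plate controls were uninhibited enzyme wells for no effect and no-enzyme background for full effect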
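Fluorescence at Ex 365/Em 440 nm from 4-methylumbelliferone reported enzyme activity after 20 min at room temperature. Reactions used 4 nM enzyme and 400 uM substrate at pH 5.0; curves fitted with the Hill equation.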
SMN2 splice enh = enhancers of SMN2 splice variant expression. HEK293 SMN2-luciferase splicing reporter, luminescence, 30-36 h. Potency, µM (top dose mostly 46.1 µM), for inactives: at the top dose activity change, positive = activation, actives largely listed as activators. 210,000 tested, 2.8% active. AID 1458; note: % of control where 0% means no effect; nearly all actives have a fitted effect of over 55% in size
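qHTS luciferase splicing reporter: luminescence rises when SMN2 exon 7 is included in transfected HEK293 cells. Compound exposure lasted 30-36 h at 37C, with 4.5 mM final sodium butyrate as control, followed by a ONE-Glo read.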
GAA spleen mod = inhibits or activates alpha-glucosidase in human spleen homogenate | P10253 | human spleen homogenate, 4-MU-alpha-glucoside fluorescence | Potency, µM (titrated, usually from 79.9 µM), for the others: at the top dose activity change, negative = inhibition, usual class: inhibitors | 240,000 tested, 0.006% active | AID 2112;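 note: 0% = enzyme with vehicle and -100% = no enzyme basal signal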
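AC50 values come from Hill-equation fits of concentration-response data, normalized to no-enzyme and full-activity controls. Enzyme source: 1 ug human spleen homogenate; 1 mM fluorogenic 4-MU glucoside, pH 5.0 citrate buffer, 37 C, 40 min.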
GAA glycogen = GAA glycogen-cleavage inhibition or activation. P10253. recombinant GAA, glycogen substrate, Amplex Red glucose oxidase fluorescence. Potency, µM (series often up to 76.4 µM), for the others: top-dose activity change, negative = inhibition, hits mostly inhibitors. 300,000 tested, 0.38% active. AID 2100;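 note: 0% = full enzyme reaction and -100% = no-enzyme basal signal; the screen sought inhibitors and activators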
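Recombinant human alpha-glucosidase (4 nM final) hydrolysed bovine liver glycogen (30 ug) for 40 min at 37 C in pH 5.0 citrate/phosphate with 0.01% Tween-20. Released glucose detected by glucose oxidase/Amplex Red, Ex 573/Em 610 nm. Compounds up to 77 uM; AC50 from Hill fits.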
ALDH1A1 block = ALDH1A1 (human) enzyme inhibition; P00352; Purified ALDH1A1, NADH fluorescence, propionaldehyde substrate; Potency, µM (highest dose often 75.3 µM), for the others: at the highest dose activity, negative = inhibition, actives largely listed as inhibitors; 220,000 tested, 7.3% active; AID 1030; active = well fitted inhibition curve with a large enough effect, not every such curve was filed as active; inconclusive = small, poorly fitted or top-dose-only effect, or another doubt; inactive = no such curve, though single readings can be large or run the other way;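 note: plate controls were no enzyme wells and a reference inhibitor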
Target sequence (P00352 whole entry, looked up): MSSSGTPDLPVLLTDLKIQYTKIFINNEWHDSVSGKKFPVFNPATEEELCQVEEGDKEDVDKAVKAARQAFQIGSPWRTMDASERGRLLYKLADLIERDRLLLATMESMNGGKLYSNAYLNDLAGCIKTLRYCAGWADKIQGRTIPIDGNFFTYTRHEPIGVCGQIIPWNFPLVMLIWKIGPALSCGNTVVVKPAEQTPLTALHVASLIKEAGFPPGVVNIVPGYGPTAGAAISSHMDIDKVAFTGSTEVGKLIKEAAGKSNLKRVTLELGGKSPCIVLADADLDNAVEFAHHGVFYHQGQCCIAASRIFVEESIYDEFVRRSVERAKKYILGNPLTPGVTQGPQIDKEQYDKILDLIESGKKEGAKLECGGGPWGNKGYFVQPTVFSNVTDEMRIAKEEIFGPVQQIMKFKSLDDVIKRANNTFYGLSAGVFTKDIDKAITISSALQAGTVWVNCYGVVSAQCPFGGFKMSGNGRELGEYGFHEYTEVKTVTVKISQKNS
GLA spleen mod = inhibits or activates alpha-galactosidase in human spleen homogenate | Potency, µM (highest dose often 80 µM), for the others: at the top dose activity change, negative = inhibition, most hits filed as inhibitors | human spleen homogenate, 4MU-alpha-Gal fluorescence, 40 min | 240,000 tested, 0.008% active | AID 2107 | P06280;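 note: 0% = enzyme with vehicle and -100% = no enzyme basal signal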
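Spleen homogenate 1 ug + cpd (titration) + 4-MU-alpha-D-galactopyranoside 1 mM; 37C 40 min; 50 mM citrate/phosphate pH 5.0, 0.01% Tween-20; stop pH 10; fluorescence 365/440; AC50 via Hill.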
GoLoco inh red = inhibitors of human Gai1-RGS12 GoLoco interaction (red fluorophore). P63096. Gai1:RGS12 GoLoco peptide FP, rhodamine, 10 min. Potency, µM (top dose mostly 61.6 µM), for the others: at the highest dose activity, negative = inhibition, usual class: inhibitors. 230,000 tested, 0.44% active; active = well fitted inhibition curve with a large enough effect, not every such curve was filed as active; inactive = no such curve, though single readings can be large or run the other way; note: % is set by controls: 0 for no effect and ±100 for the full control effect; nearly all actives have a fitted effect of over 30% in size; many of its hits are not listed in these tables
Target sequence (P63096 whole entry, looked up): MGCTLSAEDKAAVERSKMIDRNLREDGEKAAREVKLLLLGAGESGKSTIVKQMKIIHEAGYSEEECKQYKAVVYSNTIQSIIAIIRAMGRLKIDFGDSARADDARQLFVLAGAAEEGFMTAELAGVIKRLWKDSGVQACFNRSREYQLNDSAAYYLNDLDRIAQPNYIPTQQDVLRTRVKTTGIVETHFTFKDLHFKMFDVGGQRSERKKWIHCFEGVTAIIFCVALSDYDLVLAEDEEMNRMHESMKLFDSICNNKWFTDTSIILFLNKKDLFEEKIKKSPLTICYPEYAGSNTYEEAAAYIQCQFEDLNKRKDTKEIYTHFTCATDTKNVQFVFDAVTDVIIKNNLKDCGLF
KDM4E inh = inhibitors of human JMJD2E histone demethylase; Potency, µM (titrated, usually from 57.1 µM), inactives show at the top dose activity change, negative = inhibition, most hits filed as inhibitors; AID 2147; 230,000 tested, 1.6% active; JMJD2E catalytic domain, FDH-coupled NADH fluorescence (FDH is formaldehyde dehydrogenase); active = well fitted inhibition curve with a large enough effect, not every such curve was filed as active; inconclusive = small, poorly fitted or top-dose-only effect, or another doubt; inactive = no such curve, though single readings can be large or run the other way;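 note: 0% = wells with enzyme and -100% = buffer wells without enzyme; nearly all actives have a fitted effect of over 50% in size; many of its hits are not listed in these tables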
Active calls of the source: *; [ ] = dose if it differs, or a comment. Unless noted, calls come from the whole dose curve; as a rule, active = well fitted curve in the direction sought with a large enough effect; inconclusive = small, poorly fitted or top-dose-only effect, or another doubt; inactive = no such curve, though single readings can be large; an effect the other way counts as inactive or inconclusive. Potency is the fitted concentration of half-maximal effect.

For O=c1[nH]c(CN2CCN(S(=O)(=O)c3ccc(Cl)cc3)CC2)nc2cc(Cl)ccc12 the results were GAA inh -0.2%, SMN2 splice enh -16.1%, GAA spleen mod -1.6%, GAA glycogen 5.1%, ALDH1A1 block 0.9%, GLA spleen mod -1.2%, GoLoco inh red 5.1% and KDM4E inh -14.0%.
`Cn1c(C(=O)OCC(=O)NCc2ccco2)cc2sccc21` gave GAA inh 5.4%, SMN2 splice enh -7.2%, GAA spleen mod -5.4%, GAA glycogen -0.7%, ALDH1A1 block inconclusive, GLA spleen mod -9.8%, GoLoco inh red 8.4% and KDM4E inh -15.4%.
`COC(=O)N/N=C1\CCCc2ccccc21` gave GAA inh 3.7%, SMN2 splice enh 18.1%, GAA spleen mod -11.1%, GAA glycogen -3.8%, ALDH1A1 block 8.6%, GLA spleen mod 2.7%, GoLoco inh red -1.9% and KDM4E inh 6.2%.
CCCCN(C(=O)c1cc(OC)c(OC)c(OC)c1)C1=CC2CCC(C1)N2C (stereo unspecified) was read as GAA inh -0.9%, SMN2 splice enh -12.2%, GAA spleen mod -0.2%, GAA glycogen 3.1%, ALDH1A1 block 3.3%, GLA spleen mod inconclusive, GoLoco inh red 5.3% and KDM4E inh 0.2%.
Screening O=C(CCS(=O)(=O)c1cccc2nonc12)NC1CCCCCC1 returned GAA inh 0.8%, SMN2 splice enh -3.8%, GAA spleen mod -2.3%, GAA glycogen 4.1%, ALDH1A1 block inconclusive, GLA spleen mod 5.8%, GoLoco inh red -3.1% and KDM4E inh -1.2%.
`Cc1ccc(C(=O)N/C(=C/C=C\c2ccccc2)C(=O)NCc2ccco2)cc1` gave GAA inh -4.0%, SMN2 splice enh -43.2%[inhibitor], GAA spleen mod 6.1%, GAA glycogen 2.3%, ALDH1A1 block 9.2%, GLA spleen mod 11.8%, GoLoco inh red 18.5% and KDM4E inh 1.5%.
Screening Cc1ccccc1OCC(=O)Nc1ccc(N2CCN(C(=O)C(C)C)CC2)c(Cl)c1 returned GAA inh -6.1%, SMN2 splice enh -54.1%[inhibitor], GAA spleen mod -15.0%, GAA glycogen -5.6%, ALDH1A1 block 3.1%, GLA spleen mod -7.7%, GoLoco inh red 3.9% and KDM4E inh 2.2%.
Screening CCCn1c(SCC(=O)Nc2cccc(C)n2)nnc1C(C)C returned GAA inh -0.8%, GAA spleen mod 0.1%, GAA glycogen -8.8%, ALDH1A1 block 4.1%, GLA spleen mod -24.6%, GoLoco inh red -28.0% and KDM4E inh 2.5%.
`COc1ccc2c(Cl)c(C(=O)OCC(=O)c3ccc4c(c3)NC(=O)CO4)sc2c1Cl` gave GAA spleen mod -4.2%, GAA glycogen 9.9%, GLA spleen mod 1.9%, GoLoco inh red -1.8% and KDM4E inh -10.2%.
`COc1ccc(S(=O)(=O)N(C)CC(=O)NCc2cccnc2)cc1Cl` gave GAA inh -2.8%, SMN2 splice enh 21.3%, GAA spleen mod -0.7%, GAA glycogen 9.3%, ALDH1A1 block -4.1%, GLA spleen mod -9.5%, GoLoco inh red -5.0% and KDM4E inh 4.9%.
Screening Cc1n[nH]c(C)c1CCC(=O)N/N=C/c1c(C)[nH]c2ccccc12 returned GAA spleen mod -4.0%, GAA glycogen 4.9%, GLA spleen mod 7.9%, GoLoco inh red 12.3% and KDM4E inh -2.0%.
`CCn1c(CCNC(=O)c2ccc(C)cc2)n[nH]c1=S` gave GAA inh 0.7%, SMN2 splice enh 8.5%, GAA spleen mod -1.0%, GAA glycogen 2.0%, ALDH1A1 block -8.2%, GLA spleen mod -13.1%, GoLoco inh red 6.8% and KDM4E inh -3.6%.
`Cn1cccc1/C=N/n1c(-c2ccc(Cl)cc2)n[nH]c1=S` gave GAA inh -5.5%, SMN2 splice enh -25.3%, GAA spleen mod 0.9%, GAA glycogen 0.6%, ALDH1A1 block 10.7%, GLA spleen mod -19.9%, GoLoco inh red -5.9% and KDM4E inh 3.8%.
COc1ccc(NC(=O)CCC(=O)N/N=C/c2ccncc2)cc1 was read as GAA spleen mod 1.6%, GAA glycogen 5.9%, GLA spleen mod 6.6%, GoLoco inh red 3.3% and KDM4E inh 4.6%.
Screening CCN(CC)c1ccc(NC(=O)Cn2c(C(C)NC(=O)c3ccccc3)nc3ccccc32)cc1 (stereo unspecified) returned GAA inh 1.8%, SMN2 splice enh inconclusive, GAA spleen mod -2.1%, GAA glycogen 8.1%, ALDH1A1 block -7.4%, GLA spleen mod -0.7%, GoLoco inh red 5.1% and KDM4E inh 6.0%.
For O=C(CC1c2ccccc2Oc2ccccc21)NCc1ccco1 the results were GAA inh -11.4%, SMN2 splice enh -7.5%, GAA spleen mod -14.3%, GAA glycogen 0.8%, ALDH1A1 block -2.4%, GLA spleen mod 17.2%, GoLoco inh red 2.9% and KDM4E inh 6.9%.
`CCOC(=O)C1=C(C)NC(C)=C(C(=O)OCC)C1C(=O)OCC(=O)N1CCc2ccccc2C1` gave GAA inh -1.2%, SMN2 splice enh -4.2%, GAA spleen mod -17.6%, GAA glycogen -2.0%, ALDH1A1 block inconclusive, GLA spleen mod -13.0%, GoLoco inh red 3.4% and KDM4E inh inconclusive.
Screening O=S(=O)(c1cccc(F)c1)N1CCC(CO)(Cc2cccc(F)c2)CC1 returned GAA inh -14.5%, GAA spleen mod -2.1%, GAA glycogen -11.8%, ALDH1A1 block -8.0%, GLA spleen mod 0.1%, GoLoco inh red -8.6% and KDM4E inh 6.0%.
`O=C(Oc1c(-c2ccccc2Cl)oc2ccccc2c1=O)c1ccc(Cl)cc1` gave GAA inh -7.5%, SMN2 splice enh 20.5%, GAA spleen mod -8.7%, GAA glycogen -2.4%, ALDH1A1 block inconclusive, GLA spleen mod 5.6%, GoLoco inh red -7.1% and KDM4E inh 11.8%.
`Cc1cc(=O)n2c(C(=O)Nc3ccc(C(=O)OC(C)C)cc3)c(C(=O)Nc3ccccc3)sc2n1` gave GAA inh -3.5%, SMN2 splice enh -6.4%, GAA spleen mod 0.4%, GAA glycogen 0.5%, ALDH1A1 block -14.4%, GLA spleen mod -18.9%, GoLoco inh red 0.5% and KDM4E inh 0.1%.
C/C(Cc1ccccc1)=N\NC(=O)CNC(=O)COc1ccccc1 was read as GAA spleen mod 10.4%, GAA glycogen 3.9%, GLA spleen mod 11.7%, GoLoco inh red 6.3% and KDM4E inh 6.5%.
Screening CC(C)CNc1c(N)c(=O)oc2ccccc12 returned GAA inh -8.5%, SMN2 splice enh 1.6%, GAA spleen mod -10.5%, GAA glycogen inconclusive, ALDH1A1 block 1.0%, GLA spleen mod -1.4%, GoLoco inh red 0.2% and KDM4E inh inconclusive.
For Clc1cccc2sc(N3CCCC3)nc12 the results were GAA inh 0.1%, SMN2 splice enh 16.1%, GAA spleen mod -1.6%, GAA glycogen -1.5%, ALDH1A1 block 10.4%, GLA spleen mod -7.7%, GoLoco inh red 6.3% and KDM4E inh 2.6%.
For Fc1ccc(-c2nnsc2Sc2ccccn2)cc1 the results were GAA inh -6.0%, SMN2 splice enh 9.9%, GAA spleen mod 0.4%, GAA glycogen -4.6%, ALDH1A1 block 5.9%, GLA spleen mod 0.5%, GoLoco inh red 1.7% and KDM4E inh -3.5%.
Screening CN1CCN(C2=NC3(CCCC3)C(C#N)C(=O)N2)CC1 (stereo unspecified) returned GAA inh -0.1%, SMN2 splice enh -0.6%, GAA spleen mod 1.7%, GAA glycogen -20.1%, ALDH1A1 block 5.5%, GLA spleen mod 0.7%, GoLoco inh red 8.6% and KDM4E inh 3.4%.
Screening CC(C)(C)NC(=O)NC(=O)CSc1n[nH]c(-c2ccccc2Br)n1 returned GAA inh -0.6%, SMN2 splice enh -10.1%, GAA spleen mod -7.0%, GAA glycogen -4.0%, ALDH1A1 block 1.1%, GLA spleen mod -5.2%, GoLoco inh red 1.6% and KDM4E inh 9.3%.
For Cc1ccc2nc(C)c3c(c2c1)COC3 the results were GAA inh -6.9%, SMN2 splice enh 14.8%, GAA spleen mod -6.3%, GAA glycogen -4.4%, ALDH1A1 block -6.2%, GLA spleen mod -0.2%, GoLoco inh red 6.3% and KDM4E inh inconclusive.
For O=[N+]([O-])c1ccc(Oc2c(F)c(F)nc(N3CCCC3)c2F)cc1 the results were GAA inh -3.2%, SMN2 splice enh -3.5%, GAA spleen mod -3.0%, GAA glycogen 3.7%, ALDH1A1 block 1.2%, GLA spleen mod -0.3%, GoLoco inh red 1.5% and KDM4E inh 1.4%.
Cc1cccc(NC(=O)c2ccccc2OCC(=O)N2CCCC2)c1C was read as GAA inh -6.5%, SMN2 splice enh 5.5%, GAA spleen mod 3.1%, GAA glycogen 0.4%, ALDH1A1 block -9.9%, GLA spleen mod -2.0%, GoLoco inh red -17.5% and KDM4E inh 13.2%.
CCCCNS(=O)(=O)c1ccc(NC(=O)C2c3ccccc3Oc3ccccc32)cc1 was read as GAA inh 3.0%, SMN2 splice enh 5.6%, GAA spleen mod -2.1%, GAA glycogen -2.2%, ALDH1A1 block 2.3%, GLA spleen mod 2.7%, GoLoco inh red -10.7% and KDM4E inh -5.2%.
CCOC(=O)/C(C#N)=C1\CCCN1CC(N)=S was read as GAA inh -9.2%, SMN2 splice enh 12.2%, GAA spleen mod -3.2%, GAA glycogen 3.2%, ALDH1A1 block 20µM*, GLA spleen mod -8.4%, GoLoco inh red -0.9% and KDM4E inh 9.2%.
Cn1c(CSc2nc3ccccc3s2)nnc1SCC(=O)NCCCN1CCOCC1 was read as GAA inh -4.2%, SMN2 splice enh 15.0%, GAA spleen mod 1.6%, GAA glycogen 3.6%, ALDH1A1 block 11.0%, GLA spleen mod -2.0%, GoLoco inh red 9.0% and KDM4E inh 4.4%.
Screening CC1CN(Cc2ccccc2Cl)CC(C)O1 (stereo unspecified) returned GAA inh -7.2%, SMN2 splice enh -24.1%, GAA spleen mod 1.6%, GAA glycogen 6.3%, ALDH1A1 block -8.9%, GLA spleen mod 3.6%, GoLoco inh red -4.0% and KDM4E inh inconclusive.
`C#CCNC(=O)C1=C[C@H](C2CCCCC2)[C@@H](CCCO)[C@H](OCC)O1` gave GAA spleen mod 3.3%, GAA glycogen 1.6%, ALDH1A1 block -7.9%, GLA spleen mod 6.5%, GoLoco inh red -1.0% and KDM4E inh 10.3%.

Bioassay records (PubChem)

Only part of the results is shown. The share of hits here may be higher or lower than overall.
